Screens as filed in PubChem.
GALR2 blocker: GALR2 antagonists in receptor-expressing cells, primary screen; Galanin receptor type 2 (Homo sapiens), O43603; antagonist mode; inhibition, % at 4 µM; actives 0.39% (n = 140,000); AID 828, 2007; in the data active means inhibition above about 27%;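 further: cells stimulated with galanin 1-16 at roughly its EC80; 0% = agonist challenge control and 100% = basal control without agonist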
Target sequence (O43603 whole entry, looked up): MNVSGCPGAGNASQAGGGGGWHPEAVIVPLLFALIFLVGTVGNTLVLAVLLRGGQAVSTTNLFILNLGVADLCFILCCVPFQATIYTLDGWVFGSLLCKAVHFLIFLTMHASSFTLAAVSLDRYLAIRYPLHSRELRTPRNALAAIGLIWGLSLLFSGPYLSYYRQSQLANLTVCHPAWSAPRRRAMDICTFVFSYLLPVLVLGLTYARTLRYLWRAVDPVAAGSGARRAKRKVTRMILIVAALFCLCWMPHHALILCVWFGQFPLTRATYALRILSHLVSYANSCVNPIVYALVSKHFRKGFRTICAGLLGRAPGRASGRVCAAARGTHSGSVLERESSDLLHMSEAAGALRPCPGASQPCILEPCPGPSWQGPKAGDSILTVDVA
MRP-1 activ: H69AR viability gain despite doxorubicin, primary screen, MRP-1 activator project, H69AR cells, CellTiter-Glo; actives 0.61% (n = 140,000); viability increase, % at 10 µM; viability rescue;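 active means viability gain under doxorubicin at or above a set limit, the compound median plus 3 SD, cut at about 4.7% in these data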;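 further: MRP-1 overexpressing cells given doxorubicin 25 µM after compound pretreatment; 18-22 h compound pretreatment then 72 h with doxorubicin before readout; 0% = doxorubicin-only wells and 100% = vehicle-treated cells without doxorubicin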
Phagocyt inh: inhibitors of macrophage phagocytosis, primary screen, imaging, J774A.1 cells, IgG beads; J774A.1 macrophage IgG-bead phagocytosis; inhibition, % at 5 µM; actives 0.07% (n = 110,000);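 active means inhibition above the mean of the plate negative controls plus 5 SD, cut at about 13% in these data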;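 further: phagocytic index as fraction of beads internalized from green versus red external bead signal; plate controls were DMSO negative control for no effect and cytochalasin-D positive control for full effect; some results beyond the cut were filed as inactive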
Yeast life ext: compounds extending yeast replicative lifespan, primary screen, S. cerevisiae, OD615. S. cerevisiae growth with nicotinamide; deaD strain in restrictive glucose medium. inhibition of the nicotinamide effect, % at 10 µM. actives 0.68% (n = 130,000);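 active means inhibition above a set limit, placed 3 SD over the median of all compounds, cut at about 26% in these data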;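 further: 0% = nicotinamide-treated wells and 100% = cells grown without nicotinamide; some compounds called inactive have numbers as strong as hits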
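Material: Modified budding yeast, DeaD strain | Medium: Restrictive glucose medium | Probe or stimulus: 1.5 mM nicotinamide | Dosing: Single dose 10 µM compound, 0.25% DMSO | Times: 48 h at 30 °C | Technique: OD615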
E-sel TNF inh: E-selectin induction blockers in HUVEC – imaging, immunofluorescence, high content, primary screen; inhibition, % at 2 µM; HUVEC TNFa-induced E-selectin immunofluorescence; actives 0.71% (n = 120,000); AID 1246, 2008;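 active means inhibition above the batch mean plus 3 SD, and confirmed as a hit on visual image review, cut at about 43% in these data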;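 further: 0% = TNF-stimulated DMSO wells and 100% = unstimulated control wells; not every result past the cut was called active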
HCT116 bCat-KO: primary screen for growth suppressors in beta-catenin knockout HCT116 cells (colon tumor, human). HCT116 beta-catenin knockout viability, CellTiter-Glo, 60 h; active compounds read low. viability, % at 10 µM. actives 1.5% (n = 140,000). AID 818, 2007;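 active means viability at or under a set limit, the compound median less 4 SD, cut at about 6% in these data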;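 further: 0% = Hyamine 1622 control at 20 µM and 100% = untreated cell control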
NPY Y2 blocker: NPY-Y2 receptor antagonists, primary screen, cell-based; Neuropeptide Y receptor type 2 (Homo sapiens), P49146; NPY-Y2 expressing cells, antagonist mode; inhibition, % at 2.7 µM; actives 0.99% (n = 140,000); in the data active means inhibition above about 17%;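 further: 0% = vehicle with agonist challenge and 100% = reference antagonist with challenge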
Target sequence (P49146 whole entry, looked up): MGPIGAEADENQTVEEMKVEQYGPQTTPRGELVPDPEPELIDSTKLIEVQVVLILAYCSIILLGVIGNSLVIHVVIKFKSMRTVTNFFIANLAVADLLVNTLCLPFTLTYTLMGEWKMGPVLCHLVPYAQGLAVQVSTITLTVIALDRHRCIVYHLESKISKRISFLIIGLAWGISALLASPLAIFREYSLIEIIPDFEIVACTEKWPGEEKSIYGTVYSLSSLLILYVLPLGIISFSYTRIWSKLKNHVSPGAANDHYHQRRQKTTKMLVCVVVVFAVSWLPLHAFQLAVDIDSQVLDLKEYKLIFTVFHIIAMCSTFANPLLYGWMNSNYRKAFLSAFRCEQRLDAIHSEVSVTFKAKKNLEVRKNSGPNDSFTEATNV
BB579 growth dn: growth inhibitors of yeast BB579 in restrictive medium, primary screen, yeast lifespan-shortening project, S. cerevisiae; OD615, 48 h; inhibition, % at 10 µM; actives 0.51% (n = 140,000);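 active means inhibition above a set limit, 3 SD over the mean compound inhibition, cut at about 44% in these data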; further: inactives centre near -24
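System: Saccharomyces cerevisiae DeaD strain BB579, replicative lifespan model yeast. Buffer or medium: restrictive glucose-based CSMM-D medium. Doses: one dose, 10 µM compound with 0.25% DMSO. Timing: 4 h preincubation and 48 h exposure at 30 °C. Detection: turbidity as optical density at 615 nm. Benchmarks: amphotericin B 10 µg/mL, positive.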
Measles CPE: compounds protecting cells from measles virus cytopathic effect, primary screen, measles RdRp inhibitor project, single point, MLSMR library, absorbance. Measles virus-infected cells, CPE protection. protection (pct of control), % at 4 µM. actives 1.5% (n = 140,000); in the data active means protection mostly above about 24%, no sharp cut-off; inactive means mostly below about 26%; further: some compounds called inactive have numbers as strong as hits
HCT116 PTEN-null: growth suppression of PTEN-null HCT116, primary screen, cell-based, CellTiter-Glo | actives 1.2% (n = 140,000) | HCT116 PTEN-null viability, 60 h; active compounds read low | viability, % at 10 µM;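 active means viability at or below a set limit, 4 SD under the median of all tested compounds, cut at about 3.7% in these data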;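 further: PTEN knockout HCT116 line with beta catenin targeted HCT116 as companion control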
Active calls of the source: *; . = no result given; & = joins results of further samples. Rows are unselected. About 6.4% of those tested had a hit in this group.

#	Compound	Yeast life ext	HCT116 PTEN-null	NPY Y2 blocker	MRP-1 activ	E-sel TNF inh	BB579 growth dn	Measles CPE	GALR2 blocker	HCT116 bCat-KO	Phagocyt inh
1	COC(=O)CSc1nnc([C@H](CC(C)C)NC(=O)OC(C)(C)C)o1	-6	97	2	-0.8	-5	-22	10	2	99	1
2	COc1ccc(CCn2c(C)cc(C(=O)CSc3nnnn3-c3ccccc3)c2C)cc1OC	-7	74	10	-1.1	17	-56	3	13	59	-3
3	Cc1ccccc1-c1nc(S(=O)(=O)c2ccc(Br)cc2)c(NCc2cccnc2)o1	-11	53	2	-1.4	10	-53	1	0	63	2
4	CCOC(=O)c1c(CN2CCOCC2)n(-c2ccccc2)c2cc(Br)c(O)cc12	-2	54	-1	-2.3	8	11	16	3	74	.
5	COCCNC(=O)C1CC(=O)N(C2CCCC2)C1 (configuration not stated)	0	105	4	-1.2	5	-24	9	0	96	.
6	O=C(/C=C/Nc1ccccc1C(=O)O)c1cccs1	8	100	5	2.2	6	12	8	11	101	-5
7	COc1ccc(N/C(C)=C2/C(=O)C(=O)N(CCO)C2c2ccc(Br)cc2)cc1 (configuration not stated)	-13	117	7	-0.3	.	-54	8	-4	93	-1
8	Cc1noc(C)c1COC(=O)c1ccc(-c2nc3ccccc3s2)s1	-15	105	1	0.2	2	0	4	-7	102	-1
9	CCOC(=O)c1c(-c2ccccc2)csc1NC(=S)NC(=O)c1ccccc1	-2	71	2	-1.5	52	-41	9	7	72	-1
10	CN(Cc1ccccc1)C(=O)Cn1cccc1C(=O)c1ccccc1	-5	98	2	-0.3	-4	-90	11	3	94	0
11	COc1ccc(-c2nnc(SCCOc3cccc(C)c3)n2N)cc1	-8	103	4	-0.5	-14	-27	6	6	113	-1
12	CCCCNC(=O)Nc1cc(C)on1	-5	96	0	-2.2	15	-14	10	-6	96	0
13	Cc1ccc(-n2c(=S)[nH]c3c(oc4ccccc43)c2=O)cc1C	0	83	2	0.2	-37	-22	11	-8	81	-1
14	CCCCN(C)CCCNC(=O)c1ccc(N2CCCC2=O)cc1	-10	106	2	-0.2	.	-64	16	-12	98	.
15	COc1ccccc1NC(=O)CSc1nc2nc(C)cc(C)c2c(=O)[nH]1	44	68	5	-0.6	-13	-10	3	13	63	-2
16	COc1cc(C2C=C(Nc3ccccc3)C(=O)N2c2ccccc2)ccc1O (configuration not stated)	0	47	3	-2.5	.	-2	11	5	50	0
17	O=C(/C=C/c1ccccc1)NC(NC(=S)Nc1cc(Cl)ccc1Cl)C(Cl)(Cl)Cl (configuration not stated)	-8	14	-3	-4.8	.	-18	16	8	31	.
18	CC(C)CCn1c(O)c(N=NC(=O)c2ccco2)c2ccccc21	-6	72	7	-0.8	-17	-47	6	-9	83	2
19	COc1cc(OC)cc(C(=O)N[C@H](C(=O)OCc2cc(=O)oc3cc(C)ccc23)C(C)C)c1	-4	89	10	-1.7	7	15	22	-4	92	-1
20	CCCc1[nH]n(-c2ccc([N+](=O)[O-])cc2)c(=O)c1C=NCCc1c[nH]c2ccccc12	-3	85	1	-3.3	5	-10	16	1	81	2
21	CC1CCCC(C)N1C(=O)Cc1ccccc1 (configuration not stated)	-3	108	2	-0.4	-5	-52	14	-13	99	-1
22	Cc1cc(OCC(O)CN2CCN(CCO)CC2)ccc1C(C)C (configuration not stated)	-8	84	3	-1.2	4	9	3	-1	81	-1
23	COc1ccccc1C(=O)Nc1cc(Cl)ccc1O	-9	75	-4	-1.9	.	-80	17	20	83	-1
24	CC1(C)CC(C)(O)N(Cc2ccccc2)C(=S)N1 (configuration not stated)	5	93	2	0.7	.	-23	16	9	92	-7
25	CCCCn1nnnc1SCC(=O)Nc1ccc(C)cc1	-10	97	3	-1.3	-4	6	5	-5	95	-1
26	CC(=O)OC(/C(O)=C(\C#N)c1nc2ccccc2[nH]1)c1ccccc1 (configuration not stated)	-13	74	8	-2.0	-4	-13	4	-2	78	-1
27	CC(=O)c1ccc(NC(=O)CSC(C)C)cc1	-15	100	0	0.0	39	-31	27	-12	98	0
28	Nc1c(C(=O)c2ccccc2)oc2ccc(Br)cc12	-21	85&90	3	-0.7	-29	-38	2	8	71	0
29	O=C(O)CC(NCc1ccco1)C(=O)OCCc1ccccc1 (configuration not stated)	-10	99	2	-1.6	-25	-14	29	8	91	.
30	Cc1ccc(C(c2sc3nc(C)nn3c2O)N2CCN(c3ccc(F)cc3)CC2)cc1 (configuration not stated)	-7	92	0	-2.2	15	-19	12	-1	94	0
31	CCOC(=O)c1ccc(NC(=O)CCc2nc(-c3ccccc3)no2)cc1	-7	88	3	0.7	-49	-36	7	18	89	-1
32	Cn1ncc(Br)c1C(=O)Nc1ccc(F)cc1F	.	103	0	-1.2	-13	-28	18	5	87	.
33	CCCC(C)NC(=O)c1nc(-c2ccccc2)n(-c2ccccc2)n1 (configuration not stated)	-3	92	1	-3.2	7	-3	3	-3	96	0
34	O=C(O)C1Cc2ccccc2CN1C(=O)c1ccccc1 (configuration not stated)	-12	83	1	-1.5	19	-8	3	-3	77	-1
35	Cc1cc(C)nc(SC(C)C(=O)O)n1 (configuration not stated)	-7	92	3	-0.5	.	-79	-2	-1	103	1
36	CC(CS(=O)(=O)c1cccc2cccnc12)N1CCCCC1 (configuration not stated)	-4	101	1	-0.4	-26	-25	5	6	96	0

3 compounds out of the list above, arranged by the value under GALR2 blocker, ascending:
#	SMILES	GALR2 blocker
25	CCCCn1nnnc1SCC(=O)Nc1ccc(C)cc1	-5
33	CCCC(C)NC(=O)c1nc(-c2ccccc2)n(-c2ccccc2)n1 (configuration not stated)	-3
28	Nc1c(C(=O)c2ccccc2)oc2ccc(Br)cc12	8

(next part)
#	Compound	Yeast life ext	HCT116 PTEN-null	NPY Y2 blocker	MRP-1 activ	E-sel TNF inh	BB579 growth dn	Measles CPE	GALR2 blocker	HCT116 bCat-KO	Phagocyt inh
37	Cc1ccc(S(=O)(=O)N(CC(=O)N/N=C/c2cccc(C)c2)c2cccc3cccnc23)cc1	-3	77	2	-2.5	-2	-36	4	-4	66	1
38	COC(=O)c1ccccc1NC(=O)Cn1cnc2ccc(S(=O)(=O)N3CCC(C)CC3)cc2c1=O	-7	78	1	-1.8	-8	-41	13	2	89	0
39	CC(=O)Nc1ccc(S(=O)(=O)/N=C2\SCCN2S(=O)(=O)c2ccc(NC(C)=O)cc2)cc1	-12	94	0	-0.5	.	-17	4	-3	107	.
40	Cc1cc(C)n(Cc2ccc(Cl)cc2Cl)c(=O)c1S(=O)(=O)c1ccccc1	-5	75	9	-0.1	15	-90	3	2	66	0
41	CCN(CC)c1ccc(SS(=O)(=O)O)cc1	-4&-20	99&102	5&9	-4.1&-2.5	-6&24	1&20	13&4	14&14	105&99	-2
42	Cc1cccc(COc2ncnc3nc[nH]c23)c1	10	88	2	-2.0	.	-16	14	-17	82	-3
43	COc1cc(/C=C2\CC/C(=C\c3cc(OC)c(OC)c(OC)c3)C2=O)cc(OC)c1OC	2	73	-2	-4.5	-6	-39	6	1	65	-3
44	Cc1ccc(/C=N/n2c(-c3ccco3)n[nH]c2=S)s1	3	101	7	0.1	.	-27	20	9	94	-18
45	O=C(CSCc1cnn(-c2ccccc2)c1-n1cccc1)NCCN1CCOCC1	-9	103	7	-0.9	20	-2	17	8	95	0
46	Cc1ccc(NC(=O)c2cc(Cl)nc3ccccc23)cc1	-24	62	21*	-6.2	-16	-14	8	11	75	.
47	Cc1cc(OCC(=O)O/N=C(\N)c2ccccc2)cc(C)c1Cl	-26	89	9	-0.1	0	-25	13	1	85	1
48	N#Cc1cn(CCOc2ccccc2F)c2ccccc12	-8	81	1	-1.3	-28	2	10	-2	84	0
49	O=C(NC(=S)Nc1ccc(N2CCOCC2)c(Cl)c1)c1cncc(Br)c1	-3	97	5	-0.4	.	-30	4	-6	99	11
50	COCCNC(=O)C(c1ccc(C)o1)N(Cc1ccccc1)C(=O)Cn1nnc2ccccc21 (configuration not stated)	-3	105	3	-0.2	-1	-38	15	-1	89	.
51	Cc1cc(=O)c2cc(Cl)ccc2[nH]1	-13	72	-3	-0.3	-8	-3	11	18	75	.
52	COc1ccc(CNc2nc(SCC(=O)NCc3ccco3)nc3ccccc23)cc1	-5	79	50*	-0.8	-24	-27	25	-9	92	.
53	COCc1cc(=O)n2[nH]c(SCc3ccccc3)nc2n1	2	117	3	0.1	-18	-41	8	1	101	1
54	Cc1cc(C(=O)OCC(=O)Nc2sc3c(c2C#N)CCC(C)C3)c2ccccc2n1 (configuration not stated)	-2	75	1	-1.5	9	-26	19	-4	77	-7
55	O=C(CCNS(=O)(=O)c1cccs1)Nc1ccccc1F	.	92	4	-1.1	7	8	19	5	101	.
56	COCCNCCOCCOc1cccc(OC)c1	-10	84	1	-1.1	.	-8	4	-5	83	0
57	O=C(c1ccco1)N1CCN(S(=O)(=O)c2ccc(Br)s2)CC1	-1	78	6	-1.9	-13	-17	7	2	73	-2
58	CCCCN(CCCC)c1cc(C)nc(-c2ccccc2O)n1	-6	63	10	-4.0	7	-12	18	-5	71	2
59	CCOC(=O)C(NC(=O)CC)(Nc1sc(C)c(CC)c1C#N)C(F)(F)F (configuration not stated)	-1	91	1	-0.8	14	-3	4	4	93	.
60	CCOC(=O)c1c(C)c(C(=O)NCc2ccccn2)c(C)n1C	-5	88	1	-2.7	-5	-30	10	4	89	0
61	Cc1ccc(CNC(=O)C2CCCN(S(=O)(=O)c3cccnc3)C2)cc1 (configuration not stated)	-3	110	0	-0.9	0	-22	11	3	92	0
62	c1ccc(Cn2nnc3c(N4CCc5ccccc54)ncnc32)cc1	0	95	1	1.4	-21	-44	6	0	92	.
63	Cc1cc(=O)[nH]c(COc2ccccc2)n1	-11	97	0	-0.2	14	12	20	-4	96	1
64	COc1ccc(N2CCN(c3ccc([N+](=O)[O-])cc3Cl)CC2)cc1	8	88	0	1.7	4	-43	1	0	95	-5
65	CCOC(=O)C1CCN(C(=O)c2ccccc2N(C)S(C)(=O)=O)CC1	-6	111	3	-0.6	14	-37	2	20	93	-2
66	O=S(=O)(NCc1ccccc1)c1ccc(S(=O)(=O)N2CCCCC2)cc1	8	80	0	-1.2	-13	-58	8	6	72	0
67	O=C(COc1ccc2c3c(c(=O)oc2c1)CCC3)c1ccc2c(c1)OCO2	-11	84	4	-1.4	.	-60	11	-9	67	-1
